# Tau fibril ThT = inhibitors of human tau fibril formation, thioflavin T binding. Potency, µM (series often up to 57.4 µM), without a hit: top-dose activity, negative = inhibition, most hits filed as inhibitors. AID 1460. P10636. actives 2.1% (n = 270,000). recombinant tau K18 P301L, heparin-induced fibrillization, ThT fluorescence; further: on the % scale 0 is the no-effect control and ±100 the full control effect; nearly all actives have a fitted effect of over 55% in size
# Target sequence (P10636 561-689 P618L limits assumed): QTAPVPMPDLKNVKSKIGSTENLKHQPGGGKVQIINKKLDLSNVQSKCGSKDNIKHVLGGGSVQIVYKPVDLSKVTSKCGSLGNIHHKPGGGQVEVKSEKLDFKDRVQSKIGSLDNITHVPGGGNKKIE
#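 Recombinant human tau K18 fragment […] carrying P301L, 15 uM unlabeled plus 0.24 uM Alexa 594-labeled, was fibrillized with 20 uM heparin in 100 mM sodium acetate pH 7 for 6 hr at 37 C; 30 uM ThT fluorescence read after 1 hr.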
# TexasRed fluor = alters Texas Red total fluorescence, flagging assay interference; TRb/SRC2 Texas Red total fluorescence interference; Potency, µM (top dose mostly 106 µM), for inactives: at the top dose fluorescence change, negative = quenching; actives 0.29% (n = 280,000); AID 1479; active means well fitted curve in either direction with a large enough effect; inconclusive means small, poorly fitted or top-dose-only effect; further: on the % scale 0 is the no-effect control and ±100 the full control effect
#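 Human TRb ligand-binding domain at 0.6 uM with 20 nM Texas Red SRC2 peptide in Tris buffer containing 1 uM T3 and 5% DMSO, incubated with compound 5 h at ambient temperature. Total fluorescence (555/632 nm) calculated as parallel + 2 × perpendicular.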
# TRb-SRC2 inh = disrupts binding of human TR beta to SRC2; TRbeta-SRC2 peptide binding, fluorescence polarization; receptor liganded with 1 µM T3; Potency, µM (titrated, usually from 106 µM), for the others: at the highest dose activity change, negative = inhibition, usual class: inhibitors; actives 0.065% (n = 280,000); P10828;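 further: plate controls were bound peptide for no effect and peptide without receptor for full effect; nearly all actives have a fitted effect of over 50% in size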
#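 Assay buffer: 20 mM Tris-HCl, 100 mM NaCl, 10% glycerol, 1 mM EDTA, 0.01% NP-40, 1 mM DTT, 1 uM T3, 5% DMSO; TRb LBD 0.6 uM, Texas Red SRC2 20 nM; FP after 5 hr.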
# Tau fluor counter = counter-screen for tau fibril formation inhibitors | tau K18 P301L Alexa594 fluorescence, heparin fibrillization | Potency, µM (top dose mostly 57.7 µM), for inactives: top-dose activity change, negative = decrease | actives 0.93% (n = 280,000); further: on the % scale 0 is the no-effect control and ±100 the full control effect; nearly all actives have a fitted effect of over 55% in size
#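 Human tau K18 P301L (15 uM unlabeled, 0.24 uM Alexa 594-labeled) in 100 mM sodium acetate pH 7 with 20 uM heparin, 6 hr at 37 C. ThT 30 uM added, 1 hr ambient; Alexa 594 FP and total fluorescence read at 555/632 nm.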
# L3MBTL1 block = L3MBTL1 (human) inhibition | Q9Y468 | AlphaScreen L3MBTL1–H3K9me1 peptide binding | Potency, µM (titrated, usually from 57.1 µM), without a hit: at the highest dose activity, negative = inhibition, actives largely listed as inhibitors | actives 0.66% (n = 230,000); further: on the % scale 0 is the no-effect control and ±100 the full control effect; nearly all actives have a fitted effect of over 60% in size
# Target sequence (Q9Y468 whole entry, looked up): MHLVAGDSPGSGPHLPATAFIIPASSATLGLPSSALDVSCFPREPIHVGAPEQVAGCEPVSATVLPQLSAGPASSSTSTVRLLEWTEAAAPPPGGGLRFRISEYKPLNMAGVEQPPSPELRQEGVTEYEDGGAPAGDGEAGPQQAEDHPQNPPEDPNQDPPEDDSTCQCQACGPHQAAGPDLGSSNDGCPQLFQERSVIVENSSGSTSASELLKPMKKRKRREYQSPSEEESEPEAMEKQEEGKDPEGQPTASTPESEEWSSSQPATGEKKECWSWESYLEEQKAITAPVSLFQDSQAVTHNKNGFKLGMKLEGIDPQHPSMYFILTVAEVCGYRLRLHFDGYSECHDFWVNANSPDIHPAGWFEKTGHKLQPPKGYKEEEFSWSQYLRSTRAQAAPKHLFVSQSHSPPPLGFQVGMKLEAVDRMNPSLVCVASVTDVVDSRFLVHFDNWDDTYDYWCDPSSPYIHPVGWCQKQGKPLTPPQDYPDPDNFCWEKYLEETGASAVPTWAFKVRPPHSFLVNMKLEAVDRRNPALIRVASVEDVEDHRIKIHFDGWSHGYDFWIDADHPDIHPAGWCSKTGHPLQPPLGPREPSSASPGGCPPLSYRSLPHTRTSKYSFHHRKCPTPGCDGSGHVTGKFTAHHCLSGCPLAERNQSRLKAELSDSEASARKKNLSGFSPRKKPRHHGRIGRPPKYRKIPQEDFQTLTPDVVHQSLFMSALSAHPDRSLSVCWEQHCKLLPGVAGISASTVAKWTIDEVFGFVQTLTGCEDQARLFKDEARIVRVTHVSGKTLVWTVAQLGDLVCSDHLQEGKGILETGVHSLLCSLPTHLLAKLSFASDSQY
#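 L3MBTL1 (50 nM) pre-complexed 30 min with biotinylated H3(1-15)K9me1 peptide (75 nM), then compounds added for 30 min at room temperature; AlphaScreen streptavidin donor/nickel chelate acceptor beads (10 ug/mL final) read after 30 min dark incubation.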
# RECQ1 helicase = blocks DNA unwinding by human RECQ1; P46063; Potency, µM (series often up to 57.3 µM), for inactives: top-dose activity, negative = inhibition, hits mostly inhibitors; actives 0.54% (n = 240,000); RECQ1 DNA unwinding, red fluorescence kinetic read;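 further: plate controls were vehicle for no effect and no enzyme for full effect; nearly all actives have a fitted effect of over 30% in size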
#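 RECQ1T1 50 nM; forked duplex (20 bp + 30-nt ss tails) 200 nM, ATP 2 mM final; pH 8.0, 2 mM MgCl2, 2.5 ug/ml poly(dI-dC); 15 min compound preincubation; discontinuous kinetic read over 2 h at RT.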
# Tau FP inhib = inhibitors of human tau fibril formation | P10636 | K18 P301L tau heparin fibrillization, Alexa594 FP, 6 h | Potency, µM (top dose mostly 57.7 µM), inactives show top-dose activity, negative = inhibition, hits mostly inhibitors | actives 0.39% (n = 280,000) | AID 1468; further: on the % scale 0 is the no-effect control and ±100 the full control effect; nearly all actives have a fitted effect of over 55% in size
#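 Human K18 P301L fragment (15 uM unlabeled plus 0.24 uM Alexa 594-labeled) in 100 mM sodium acetate pH 7 with compound, aggregation induced by 20 uM heparin for 6 hr at 37 C. ThT (30 uM) added for 1 hr, then Alexa 594 FP read.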
# HTT ATP protect = protects HTT-Q103 PC12 cells, measured by ATP. Potency, µM (series often up to 56.4 µM), for inactives: cytoprotection (ATP increase), hits mostly activators. PC12 HTT-Q103 induced, cytoprotection, ATP luminescence, 40 h. actives 0.14% (n = 230,000);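 further: % of control where 0% means no effect; nearly all actives have a fitted effect of over 45% in size; toxic huntingtin expression switched on by the ecdysone agonist tebufenozide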
#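 ATP quantification (ATPlite) reports survival of PC12 cells in which tebufenozide, 100 nM final, switches on Htt exon 1 with 103 glutamines linked to GFP; compounds are titrated.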
# * = called active by the depositor; i = inactive; ? = inconclusive; . = not tested or not shown; & = joins results of further samples; [ ] = another dose, or the depositor's remark. Unless noted, the call rests on the fitted dose curve; in most records, active means well fitted curve in the direction sought with a large enough effect; inconclusive means small, poorly fitted or top-dose-only effect, or another doubt; inactive means no such curve, though single readings can be large; an effect the other way counts as inactive or inconclusive. Potency means the concentration at half of the fitted maximal effect. Some of the compounds tested; rates above refer to the full screens.
# Values run as follows: Tau fibril ThT	TexasRed fluor	TRb-SRC2 inh	Tau fluor counter	L3MBTL1 block	RECQ1 helicase	Tau FP inhib	HTT ATP protect
> O=C(CCCn1cc([N+](=O)[O-])cn1)NC1CCCCCC1
 : -4%	-1%	0%	-4%	?	i	1%	15%[10 µM]
> CCOc1ccc(NC(=O)COC(=O)c2c(OC)cccc2OC)cc1
 : -13%	-2%	-1%	1%	-9%	0%	11%	.
> O=C(c1ccccc1-c1nc(-c2ccccc2)no1)N1CCCC1
 : -9%	2%	-9%	-3%	8%	-2%	5%	1%[0.074 µM]
> COC(=O)NCC(C)OC(=O)Nc1cccc(Cl)c1 (configuration not stated)
 : 10%	-6%	-7%	14%	27%	-6%	3%	-6%[10 µM]
> O=C(c1ccccn1)N1CCN(S(=O)(=O)c2ccc(F)cc2)CC1
 : 2%	-2%	5%	3%	30%	-1%	5%	-32%
> C(=N\Nc1ccccn1)/c1ccc2c(c1)OCCO2
 : ?	-3%	-5%	?	.	-2%	5%	-115%[inhibitor]
> CN(Cc1ccccc1)C(=S)NC(=O)c1ccc(-c2ccccc2)cc1
 : 0%	-2%	0%	-3%	-2%	-3%	-4%	17%[10 µM]
> Cc1cccc(CC2S/C(=N/N=C/c3ccco3)NC2=O)c1 (configuration not stated)
 : -13%	0%	12%	-14%	-15%	i	-9%	0%[10 µM]
> CCC1CCCN1Cn1cnc2c([nH]c3ccc(OC)cc32)c1=O (configuration not stated)
 : -13%	-2%	2%	-2%	-5%	0%	1%	-8%[10 µM]
> O=C(C1=C[C@@H](c2ccc(Br)cc2)C[C@@H](OCCCCO)O1)N1CCN(Cc2ccc3c(c2)OCO3)CC1
 : ?	-1%	3%	-7%	-18%	-21%	2%	0%[10 µM]
> CCCCOC(=O)c1cc(=O)[nH]c2ccc(C)cc12
 : -4%	-3%	7%	-3%	1%	i	1%	-14%
> CCN(CC)C(=O)c1sc(NC(=O)c2ccc(Br)o2)c(C(=O)OC)c1C
 : -12%	1%	3%	-13%	.	i	-2%	-31%
> Nc1c(-c2nc(-c3ccc4c(c3)OCO4)cs2)c2ccccn2c1C(=O)c1ccc(Cl)cc1
 : ?	-1%	-2%	?	.	.	5%	.
> COc1ccc(C(=O)C/C(=C\C(=O)c2ccc(C)cc2)c2ccccc2)cc1
 : -20%	2%	0%	-24%	-6%	-4%	-4%	-42%[inhibitor]
> CC12CC3OS(=O)OC3CC3C4C(C(OCc5ccccc5)C31)C42 (configuration not stated)
 : ?	-2%[11.2 µM]	6%[11.2 µM]	-6%[11.6 µM]	.	-8%[11.5 µM]	2%[11.6 µM]	3%[10 µM]
> Cc1ccccc1OS(=O)(=O)c1cn(C)c(=O)n(C)c1=O
 : -5%	-5%	3%	-2%	8%	-7%	3%	6%[10 µM]
> CCCCOC(=O)c1ccc(NC(=O)c2csnn2)cc1
 : -1%	-5%	0%	-5%	.	.	-9%	.
> CN(C)N(C)C(=O)C(O)(c1ccccc1)c1ccccc1
 : -11%	-1%	3%	-12%	5%	-7%	-4%	13%[10 µM]
> Cc1ccc(-c2nnn(CC(=O)N(CC(=O)NC3CCCCC3)c3ccc(F)c(Cl)c3)n2)o1
 : -1%	1%	2%	-4%	31%[activator]	1%	-9%	12%[10 µM]
> Cc1cc(C(=O)CN2C(=O)NC(Cc3c[nH]c4ccccc34)C2=O)c(C)n1C (configuration not stated)
 : -10%	-1%	9%	-21%	?	-6%	1%	-10%
> CN(Cc1cnn(C)c1)C(=O)c1sc2cccc(Cl)c2c1Cl
 : -6%	2%	-14%	-14%	.	i	-2%	7%
> CCCCc1ccc(NC(=O)C2CCCO2)cc1 (configuration not stated)
 : -6%	0%	9%	-4%	9%	-11%	-4%	-8%[10 µM]
> C#CCCCCCCCCCCCCCCCC(=O)O
 : ?	-1%&-3%&-1%	4%&-1%&-3%	3%&2%&-22%	.	-2%&0%&-7%	?	?
> CCC(=O)N1CCc2cc(S(=O)(=O)NC(C(=O)NCc3ccc(OC)cc3)C(C)C)ccc21 (configuration not stated)
 : 6%	0%	-6%	4%	.	.	?	.
> O=C(Cc1c(Cl)cccc1Cl)OCC(=O)N1CCc2ccccc2C1
 : -12%	-1%	6%	-11%	12%	-4%	1%	11%[10 µM]
> Cc1ccc(OCCCn2ccnc2)cc1C
 : -9%	2%	9%	-5%	.	-2%	-1%	11%
> CCOC(=O)N1CCc2c(sc(NCc3cccc(F)c3)c2C(=O)Nc2ccccc2OCC)C1
 : ?	-3%	-2%	?	.	.	-1%	.
> COc1ccc(S(=O)(=O)Cc2ccc(C(=O)NCc3cccnc3)o2)cc1
 : -3%	-6%	0%	-9%	.	-11%	-5%	-19%
> CCc1nc(N2CCCCC2)c2oc3ccccc3c2n1
 : ?	1%	-10%	-9%	.	-6%	-5%	-36%
> Cn1c(=O)c2c(nc(SC3C(=O)CC(C)(C)CC3=O)n2C)n(C)c1=O
 : -3%	1%	-11%	-4%	1%	-10%	-6%	-10%
> COc1ccc2c(Sc3ccc(Cl)cc3)c(C(=O)N3CCCCC3)[nH]c2c1
 : ?	-1%	0%	-6%	.	.	13%	.
> CCCCc1c(O)nc(SCC(=O)c2ccccc2)n(-c2ccccc2)c1=O
 : ?	-2%	-2%	-10%	-2%	i	-10%	14%[10 µM]
> Cc1ccc2nc(-c3cccc(Cl)c3)c(Nc3ccc4c(c3)OCO4)n2c1
 : -12%	1%	-7%	?	.	.	-4%	.
> CCSc1nnc(NC(=O)c2cc(C)oc2C)s1
 : -6%	3%	2%	-3%	.	2%	2%	-27%[0.074 µM]
> O=C(COc1ccc(Br)cc1)c1ccc2c(c1)CCCC2
 : ?	-2%	7%	-15%	17%	-15%	3%	-5%
> Cc1ccc(CNC(=O)CCC2CCCN(Cc3cccc4ncccc34)C2)o1 (configuration not stated)
 : 3%	1%	0%	-19%	7%	4%	-12%	-10%[10 µM]
> Cc1cc(C)nc(-n2nc(C)cc2NC(=O)CN2CCCC2)n1
 : -2%	-4%	-3%	2%	-7%	-1%	3%	-15%
> COc1ccccc1CC(=N)N1C[C@@H]2C(=O)CCC(c3ccccc3)(c3ccccc3)[C@@H]2C1
 : ?	1%	-4%	-14%	.	-1%	-4%	?
> O=C1C=C[C@@H](O)[C@H]2[C@@H]3C(=O)N(Cc4ccc5c(c4)OCO5)C(=O)[C@@H]3CC[C@H]12
 : -9%[11.5 µM]	-3%[11.2 µM]	-6%[11.2 µM]	-1%[11.6 µM]	.	9%[11.5 µM]	?	3%[10 µM]
> COc1ccc(-n2c(C)cc(/C=N/Nc3nnc(C)n3N)c2C)cc1
 : 28µM*	-2%	0%	-27%	-16%	-2%	?	5%[10 µM]

# A few values from the entries so far:
# CCSc1nnc(NC(=O)c2cc(C)oc2C)s1 – RECQ1 helicase = 2%
# COc1ccc2c(Sc3ccc(Cl)cc3)c(C(=O)N3CCCCC3)[nH]c2c1 – Tau FP inhib = 13%

# Next records follow:
# Values run as follows: Tau fibril ThT	TexasRed fluor	TRb-SRC2 inh	Tau fluor counter	L3MBTL1 block	RECQ1 helicase	Tau FP inhib	HTT ATP protect
> Cc1csc(=Nc2ccccc2)n1C
 : 0%	-3%	0%	3%	-6%	-14%	8%	.
> CC(=O)c1sc(NC(=O)c2ccc(C(C)(C)C)cc2)nc1C
 : -11%	-3%	0%	-15%	-1%	0%	-3%	-16%[10 µM]
> COc1cccc(CN2CCN(C(=O)c3cccs3)CC2)c1OC
 : -5%	-4%	-9%	2%	0%	-5%	5%	4%
> C=C(C)Cn1c(N2CCN(CC)CC2)nc2c1c(=O)[nH]c(=O)n2C
 : -1%	-1%	-18%	0%	.	i	0%	-43%
> COc1cc(NC(=O)c2nc3ccccc3nc2N2CCCCC2)cc(OC)c1OC
 : ?	-2%	-6%	?	.	.	-1%	.
> CCCCCCCCn1c2c(c(=N)c3c1CCC3)CCCC2
 : -10%	0%	5%	-4%	-29%	3%	2%	-70%[inhibitor][10 µM]
> CCc1ccc(C2c3c(-c4ccccc4O)n[nH]c3C(=O)N2Cc2cccnc2)cc1 (configuration not stated)
 : 10%	-2%	-7%	-13%	.	.	-10%	.
> O=C1OC(N2CCN(c3ccccn3)CC2)c2ccccc21 (configuration not stated)
 : ?	1%	1%	-10%	7%	-3%	-4%	-4%[0.074 µM]
> COc1ccc(-c2ccc(=O)n(Cc3cc(=O)n4ccccc4n3)n2)cc1
 : -18%	-1%	-14%	7%	8%	-4%	5%	21%[10 µM]
> CCCCCc1nnc(NC(=O)C2CCCO2)s1 (configuration not stated)
 : -1%	-2%	8%	1%	1%	-3%	3%	-1%

# Profiles from above. Order of screens: Tau fibril ThT | TexasRed fluor | TRb-SRC2 inh | Tau fluor counter | L3MBTL1 block | RECQ1 helicase | Tau FP inhib | HTT ATP protect
# C=C(C)Cn1c(N2CCN(CC)CC2)nc2c1c(=O)[nH]c(=O)n2C as listed: -1% | -1% | -18% | 0% | . | i | 0% | -43%
# Cc1csc(=Nc2ccccc2)n1C as listed: 0% | -3% | 0% | 3% | -6% | -14% | 8% | .
# COc1ccc(-c2ccc(=O)n(Cc3cc(=O)n4ccccc4n3)n2)cc1 as listed: -18% | -1% | -14% | 7% | 8% | -4% | 5% | 21%[10 µM]
# CCCCCc1nnc(NC(=O)C2CCCO2)s1 (configuration not stated) as listed: -1% | -2% | 8% | 1% | 1% | -3% | 3% | -1%

# Quoted at random: 2 compounds from above
# Values run as follows: Tau fibril ThT	TexasRed fluor	TRb-SRC2 inh	Tau fluor counter	L3MBTL1 block	RECQ1 helicase	Tau FP inhib	HTT ATP protect
> Cc1csc(=Nc2ccccc2)n1C
 : 0%	-3%	0%	3%	-6%	-14%	8%	.
> C=C(C)Cn1c(N2CCN(CC)CC2)nc2c1c(=O)[nH]c(=O)n2C
 : -1%	-1%	-18%	0%	.	i	0%	-43%
